# Dicer processing: inhibitors of Dicer pre-microRNA processing, primary screen, biochemical, cat-ELCCA, chemiluminescence; z-score at 25 µM; 6% of 47,000 active; cat-ELCCA pre-miR-21 Dicer processing; active compounds read high; in the data active means z-score above about 3, passing the limit was not always enough;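 further: plate controls were vehicle for no effect and no enzyme for full effect; higher signal means more uncleaved substrate so more Dicer inhibition; strong numbers were not always called active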
# Starred values were filed as active, the others as inactive.
SMILES,Dicer processing
COc1ccc(CN2C(=O)c3oc4ccc(Cl)cc4c(=O)c3C2c2cccc(O)c2)cc1 (configuration not stated),0.97
CCOc1cc(C)c(S(=O)(=O)Nc2ccccn2)cc1C,-0.11
COc1ccc(C2Nc3ccccc3NC3=C2C(=O)CC(c2ccccc2)C3)cc1O (configuration not stated),1.5
c1ccc(CNc2ncnc3c2ncn3C2CCCCO2)cc1 (configuration not stated),0.14
S=c1sc2c(s1)SCC1(CS2)OCCO1,-0.32
CCOC(=O)c1cc(C(C)(C)C)n(-c2ccc(N3CCOCC3)cc2)c1C,1.2
CC(=O)CSc1nnc2c(n1)[nH]c1ccccc12,-0.79
N#CC1CN(Cc2ccccc2)CN(Cc2ccccc2)C1,0.58
CCc1nc2cc(C(F)(F)F)cc(Cl)c2nc1CC,-2.1
O=C(Cc1ccccc1)NC1=NCCS1,-1.2

# Overlap with the part before: 3 entries, followed by the next part.
SMILES,Dicer processing
N#CC1CN(Cc2ccccc2)CN(Cc2ccccc2)C1,0.58
CCc1nc2cc(C(F)(F)F)cc(Cl)c2nc1CC,-2.1
O=C(Cc1ccccc1)NC1=NCCS1,-1.2
O=C(Nc1ccc(Oc2ccccc2)cc1)c1cnccn1,0.44
CCOC(=O)N1CCc2c(sc3ncn(C)c(=O)c23)C1,1.8
CCOC(=O)/C=C(C)/C=C/C=C(C)/C=C/c1c(C)cc(OC)c(C)c1C,0.79
CCCCCCCN(CC)CCCC(O)c1ccc(NS(C)(=O)=O)cc1 (configuration not stated),-0.39
CSC1=NCN(CCCO)CN1,0.86
Cc1cc(-c2nn(C)c(=O)c3ccccc23)cc(C)c1OCC(=O)NNS(=O)(=O)c1cc(Cl)ccc1Cl,-0.2
COc1ccc(-c2oc3ccccc3c(=O)c2O)cc1,2.1
O=C(NNc1c(Cl)cccc1Cl)c1csc(Cc2c(Cl)cccc2Cl)n1,1.7
CCN=C(N)SCc1c(C)c(C)c(C)c(C)c1C,-0.69
Cc1c(C)c(C)c(CSCC(=O)NNC(=S)NCCc2ccccc2)c(C)c1C,-0.2

# Compounds shown so far containing a Cl atom:
SMILES,Dicer processing
COc1ccc(CN2C(=O)c3oc4ccc(Cl)cc4c(=O)c3C2c2cccc(O)c2)cc1 (configuration not stated),0.97
CCc1nc2cc(C(F)(F)F)cc(Cl)c2nc1CC,-2.1
Cc1cc(-c2nn(C)c(=O)c3ccccc23)cc(C)c1OCC(=O)NNS(=O)(=O)c1cc(Cl)ccc1Cl,-0.2
O=C(NNc1c(Cl)cccc1Cl)c1csc(Cc2c(Cl)cccc2Cl)n1,1.7

# Following part
SMILES,Dicer processing
COC(=O)CCS(=O)(=O)c1ccc2ccccc2c1,1.3
COC(=O)CSc1nc(C)cc(Oc2ccccc2)n1,3.7*
NC/C=C\C(=O)O,-1.6
O=c1c2c3c(sc2nnn1Cc1ccc(F)cc1)CCCC3,0.71
Cc1oc(-c2ccccc2)nc1CC(=O)O,-1.1
CCOc1ccccc1C(=O)NC(Nc1nc2ccccc2s1)(C(F)(F)F)C(F)(F)F,-1.7
COc1ccc(-c2cc(-c3ccc(OC)cc3)c3c(=O)n(C)c(=O)n(C)c3n2)cc1,3.4*
CCOc1ccc(C2c3c(oc4ccccc4c3=O)C(=O)N2c2ccc(C)cn2)cc1 (configuration not stated),3.6*
CCN(CC)C(=NC(=O)c1c(Cl)cccc1Cl)SC,-1.2
S=C(NNc1ncccc1-n1cccc1)Nc1ccc(Cl)cc1,6.3
CN1C(c2ccccc2)CC(=O)C2(O)CCCCC12 (configuration not stated),-1.1
O=C1CC(c2cccc(O)c2)c2c(ccc3ccccc23)N1 (configuration not stated),1.2
O=C(Nc1ccc(C(F)(F)F)cn1)c1ccc(Oc2cc(Cl)cc(Cl)c2)o1,-1.9
Cc1noc(C)c1C(=O)N(C(C)C)C(C)C,9.2
Cc1cccc(C)c1OCC(N)C(C)C (configuration not stated),0.14
C#CCOC(=O)Nc1cc(C)n(-c2ccccc2)n1,-2.1
Cc1ccc(S(=O)(=O)N(C)c2c(C)ccc(S(=O)(=O)N3CCCC3)c2C)cc1,2.9
CCCc1nc(SC)[nH]c(=O)c1Cc1c(Cl)cccc1Cl,2.4
CN(C)c1ccc(C2CC(=O)C=C(NC3Cc4ccccc4C3)C2)cc1 (configuration not stated),4.6*
CCOC(=O)c1ccc(-n2c(C)c3c(OC)cccc(=O)c3c2C)cc1,3.8*
COc1ccc(NC(=O)CC2C(=O)NCCN2C(=O)Nc2ccc(F)cc2)cc1 (configuration not stated),0.25
CCCOC(=O)c1sc2nc(C)c(C)c(C)c2c1N,0.99
COC(=O)C1C(=O)CC(C)(O)C(C(=O)OC)C1c1ccc(F)cc1 (configuration not stated),0.73
CCCn1c(=O)[nH]c(=O)c2[nH]cnc21,1.4
Cc1ccc(C)c(N2C(=O)C3C4c5ccccc5C(c5ccccc54)C3C2=O)c1 (configuration not stated),1.3
Cc1cc(C)nc(NS(=O)(=O)c2ccc(NC(=O)Nc3ccsc3)cc2)n1,9.9
Cn1c(=O)c2c(c3ccccc31)OC(=O)CC2c1cccnc1 (configuration not stated),1.6
CC1(C)CC2(C)OC(=O)c3ccccc3N2C(=S)N1 (configuration not stated),-0.95
Cc1ccc2nc(SCC(=O)C(C)(C)C)n(-c3ccccc3)c(=O)c2c1,0.3
CCN(CC)C(C)CN1c2ccccc2Sc2ccccc21 (configuration not stated),0.79

# Ordered by SMILES length (rising): 6 of the compounds above.
SMILES,Dicer processing
CCCn1c(=O)[nH]c(=O)c2[nH]cnc21,1.4
CCCOC(=O)c1sc2nc(C)c(C)c(C)c2c1N,0.99
COC(=O)C1C(=O)CC(C)(O)C(C(=O)OC)C1c1ccc(F)cc1 (configuration not stated),0.73
Cc1ccc2nc(SCC(=O)C(C)(C)C)n(-c3ccccc3)c(=O)c2c1,0.3
COc1ccc(NC(=O)CC2C(=O)NCCN2C(=O)Nc2ccc(F)cc2)cc1 (configuration not stated),0.25
Cc1ccc(C)c(N2C(=O)C3C4c5ccccc5C(c5ccccc54)C3C2=O)c1 (configuration not stated),1.3

# (continued)
SMILES,Dicer processing
c1ccc2c(OCc3nc4ccccc4[nH]3)cccc2c1,0.35
Cc1ncc([N+](=O)[O-])n1CCOC(=O)c1ccc(Br)cc1,-0.13
O=C(Nc1nncs1)Oc1ccccc1,2.2
Cc1ccc(C2C3=C(CC(C)(C)CC3=O)Nc3nc(C(F)(F)F)nn32)cc1 (configuration not stated),1.2
CN1c2ccc(Cl)cc2C(=O)NC1C1CC=CCC1 (configuration not stated),-0.47
COC1=C(OC)C(=O)C(CCCCCCCCCCO)=C(C)C1=O,9.6
CSc1ccccc1NC(=O)c1nc2ncccn2n1,0.86
Cc1ccc(NC(=S)Nc2ccccc2C)c(C)c1,2.5
CCCOC(=O)C1=C(C)NC2=C(C(=O)CC(C)(C)C2)C1c1cccs1 (configuration not stated),1.7
O=C(Nc1ccccc1Oc1ccc(Cl)cc1Cl)c1c(F)cccc1F,0.17
COc1ccccc1C1CC(=O)C2=C(C1)NC(C)=C(C(=O)OC(C)C)C2c1ccccc1F (configuration not stated),-1.4
COC(=O)c1sccc1NS(=O)(=O)c1ccc(C(=O)OC)n1C,1.1
O=C(Cn1cccc(C(F)(F)F)c1=O)Nc1ccccc1,0.34
CCOc1cc(C2C3=C(CC(C)(C)CC3=O)NC3=C2C(=O)CC(C)(C)C3)ccc1OC,-0.91
c1ccc(-c2noc(CSc3nnc(-c4ccco4)n3-c3ccccc3)n2)cc1,0.44
CCOC(OCC)c1ccc(/C=C(\C#N)S(=O)(=O)c2ccccn2)cc1,-1.3
Cc1ccc([N+](=O)[O-])cc1S(=O)(=O)N1CCN(Cc2ccc3c(c2)OCO3)CC1,0.86
Cc1cc(C)c(C#N)c(SCC(=O)Nc2nnc(-c3cccs3)s2)n1,-1.2
O=C(O)C1CN(CCCP(=O)(O)O)CCN1 (configuration not stated),-1.4
C#C[C@]1(O)CCC2C3CCc4cc(Oc5ccc([N+](=O)[O-])cc5)ccc4C3CCC21C (some centres not stated),-0.37
CCOC(=O)c1c(CS(=O)(=O)c2ccc(Cl)cc2)oc2c(F)c(F)c(F)c(F)c12,-0.33
O=C1NC(c2ccccc2)Oc2ccccc21 (configuration not stated),6.3
O=C(Cc1ccccc1Cl)N/N=C(/C(=O)O)c1ccccc1,-1.6
CS(=O)c1scc2c1C(=O)CC(C)(C)C2 (configuration not stated),-0.84
FC(F)(F)c1ccc(SC2c3ccccc3-c3ccccc32)nc1,-5.5
CN1CCCc2cc(C#N)c(=O)[nH]c21,-0.22
COc1ccc(N(C2C=CS(=O)(=O)C2)S(=O)(=O)c2ccc(C)cc2)cc1 (configuration not stated),0.17
Cc1ccc2oc(=O)n(Cc3ccc(F)cc3)c2c1,0.33
CN1C2CCC1CC(NC(=O)c1c(F)cccc1F)C2 (configuration not stated),-0.87
CC(C)n1nnc2cc(C(=O)O)ccc21,-2.3
CC(C)(C)NC(=O)CSc1nnc2c(n1)-c1cccc3cccc-2c13,0.22
COc1cc(C2C3=C(CC(C)(C)CC3=O)NC3=C2C(=O)CC(C)(C)C3)cc(Br)c1OC,-2.1
O=C(O)CCCCCNc1ncnc2c1oc1ccccc12,0.03
O=C(Cn1ccccc1=O)c1ccc(Cl)cc1,0.36
CC1CCCN(C2CCN(Cc3ccccc3Cl)CC2)C1 (configuration not stated),0.63
CCOc1ccc2oc(C)c(C(=O)OC(C)C)c2c1,0.79
Cn1ccnc1SCC(=O)Nc1nc(-c2ccc(F)cc2)cs1,2.9
Cc1c(NC(=O)CSc2ccc(Cl)cc2)c(=O)n(-c2ccccc2)n1C,0.33
COC(=O)C1=C(C)N=C2SCCC(=O)N2C1c1ccc(C(C)C)cc1 (configuration not stated),0.01
O=C1C(c2ccccc2)=C(N=CNO)c2ccccc21,-0.53
CC(=O)Cc1nnn(-c2cc(C)on2)n1,0.47
CC1(C)CC(=O)C2=C(C1)Nc1ccccc1NC2c1ccccc1F (configuration not stated),-0.61
COC(=O)c1ccc(C2c3c(oc4ccccc4c3=O)C(=O)N2c2nnc(C)s2)cc1 (configuration not stated),1.1
S=C(N/N=C1\CSCc2ccccc21)Nc1cc(Cl)ccc1Cl,0.42
NNC(=O)c1cc2cc(OCc3ccccc3)ccc2[nH]1,-0.38
CCCCOC(=O)n1c(=O)oc2ccc(S(=O)(=O)N3CCCCC3)cc21,-0.74
Cc1nn(C)c(NNC(=O)c2ccccc2Cl)c1[N+](=O)[O-],0.46
CSC(=N)N,0.36
C=CCOc1ccc2[nH]c(C)c(C(=O)OCC)c2c1,-0.95
COc1ccc(N2C(=O)C3C4c5ccccc5C(C(C)O)(c5ccccc54)C3C2=O)cc1 (configuration not stated),-0.27
# The list continues.
SMILES,Dicer processing
CCN(CC)c1ccc(C2C(C(=O)OCC3CCCO3)=C(C)NC3=C2C(=O)CCC3)cc1 (configuration not stated),-0.2
O=C(COC(=O)c1ccc(Cl)cc1NC(=O)c1ccc(Cl)cc1)c1ccccc1,-0.86
CC(=O)Oc1ccc(N2C(=O)CC(Nc3ccc(N4CCOCC4)cc3)C2=O)cc1 (configuration not stated),-0.2
O=C(O)CCCC(=O)N1N=C(c2ccccc2)CC1c1ccccc1F (configuration not stated),-0.05
Cn1cnc([N+](=O)[O-])c1NCCN1CCNC1=O,-2.4
CCC(NC1CCS(=O)(=O)C1)C(=O)O (configuration not stated),2
COc1cc2c3c(c1OC)C1(C=CC(=O)C=C1)CC3NCC2 (configuration not stated),-1.1
CCCCC(C(N)=O)C1=NC(C)(C)Cc2ccccc21 (configuration not stated),0.96
O=C(O)c1cc(Cl)ccc1S(=O)c1ccccc1CO (configuration not stated),-0.67
C=C1SC(Nc2c(C)cccc2Cl)=NC12CCCCC2,-0.79
Clc1ccc(Nc2ccc(-n3ccnc3)nn2)cc1,-1.4
O=C(Nc1cc(C(F)(F)F)cc(C(F)(F)F)c1)Nc1c(Br)cc(Br)cc1-c1nn[nH]n1,-2.3
O=C1CC(c2ccccc2)CC(O)=C1C=Nc1ccccc1Cl (configuration not stated),1.8
CC(C)C[C@H](NC(=O)OC(C)(C)C)C(=O)OCc1ccc(CC(=O)O)cc1,3
CC1(C)C=Cc2cc(/C(N)=N/O)ccc2O1,0.53
Cc1ccc(C2c3c(oc4ccc(C)cc4c3=O)C(=O)N2CCCN2CCOCC2)cc1 (configuration not stated),1.7
C/C(CC12CC3CC(CC(C3)C1)C2)=N\O,-0.11
CCc1cc(C(=O)c2ccc(OC)cc2)c(NC(=O)Nc2ccc(F)cc2)s1,0.31
Cn1cnnc1Sc1ccc([N+](=O)[O-])cn1,-1.1
C[n+]1ccn(CC(=O)c2cc(C(C)(C)C)c(O)c(C(C)(C)C)c2)c1,-0.79
c1ccc(-c2cc(-c3ccccc3)[nH]n2)cc1,0.74
Cc1cc(F)ccc1S(=O)(=O)Nc1ccc2oc(C)c(C(=O)OC(C)C)c2c1,-0.11
Cc1nc(-c2ccccc2)nc2sc(C(=O)c3cc4ccccc4o3)c(N)c12,0.03
CC(C)(CC(=O)O)CC(=O)N1CCCc2ccccc21,-0.68
Cc1ccc(C(=O)CSc2ncn[nH]2)cc1C,1.1
Cc1cc(NC(=O)NC(=O)c2c(Cl)cccc2Cl)no1,-0.65
N#CC(c1cccc(C(F)(F)F)c1)c1cccc(C(F)(F)F)c1,-1.2
Cc1nn(Cc2ccc(C(=O)O)cc2)c(C)c1Br,0.84
CC(=O)OCc1c(C)c(C)c(C)c(C)c1C,1.7
Cc1ccc(-c2nc3ccc(N)cc3[nH]2)cc1,3.1*
COC(=O)C1=C(C)NC2=C(C(=O)CCC2)C1c1ccc(OC)cc1 (configuration not stated),0.7
CCOC(=O)N1CCN(C(=O)C(C)(C)Oc2ccc(Cl)cc2)CC1,-1.1
Cc1ccc2c(c1)N(C(=O)NC1CCCCC1)C(C)(C)CC2C (configuration not stated),3.2*
CCOC(=O)/C(N=Nc1ccc(-n2ccc(C(F)(F)F)n2)cc1)=C(/O)C(F)(F)F,0.26
O=C(Nc1ccc(COc2ccccc2)cc1)Oc1ccccc1N1CCOCC1,0.88
Cc1ccc(Cn2nc(C)cc2C(=O)Nc2cccc(C(F)(F)F)c2)cc1,-1.1
C=CCNc1nccc(C(F)(F)F)n1,-0.46
C=CCSC(=NC#N)S/C=C/C(=O)c1cccc(Br)c1,-2.2

# This is a subset; rates above refer to the full screens.
